# High-throughput results deposited in PubChem BioAssay by several laboratories.
# MEKK3 PB1 HTS: modulators (inhibitors or enhancers) of MEK5 binding to human MEKK3 PB1 domain. Q99759. bead-based flow cytometry, Alexa488-MEK5 binding to MEKK3; actives lie on both sides; 0 = blocked by unlabeled MEK5, 100 = vehicle. binding response (% of control), % at 10 µM. 290,000 compounds, 1.4% hits. AID 1529;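 active = binding response more than 3 SD above or below the average of its plate-row segment, actives on both sides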;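 note: Alexa488 bead fluorescence after subtracting the streptavidin-only scavenger bead signal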
# Target sequence (Q99759 whole entry, looked up, the tested form may be a part): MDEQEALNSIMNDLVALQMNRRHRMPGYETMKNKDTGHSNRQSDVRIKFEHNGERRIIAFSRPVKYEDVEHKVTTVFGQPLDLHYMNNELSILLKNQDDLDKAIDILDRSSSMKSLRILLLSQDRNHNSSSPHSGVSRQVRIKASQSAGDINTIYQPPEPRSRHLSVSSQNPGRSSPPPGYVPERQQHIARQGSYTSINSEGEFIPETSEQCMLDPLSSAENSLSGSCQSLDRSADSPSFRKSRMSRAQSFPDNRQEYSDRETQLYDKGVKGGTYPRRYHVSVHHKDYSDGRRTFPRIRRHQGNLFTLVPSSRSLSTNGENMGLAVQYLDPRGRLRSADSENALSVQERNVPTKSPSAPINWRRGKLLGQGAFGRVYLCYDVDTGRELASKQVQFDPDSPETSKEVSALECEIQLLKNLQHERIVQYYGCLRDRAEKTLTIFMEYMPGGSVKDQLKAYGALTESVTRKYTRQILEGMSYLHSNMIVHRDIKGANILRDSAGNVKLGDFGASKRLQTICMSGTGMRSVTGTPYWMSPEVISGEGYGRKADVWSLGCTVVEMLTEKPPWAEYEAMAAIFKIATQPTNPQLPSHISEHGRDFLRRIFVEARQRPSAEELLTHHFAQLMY
# MEKK2 WT-MEK5: raises or lowers MEK5 binding to wildtype human MEKK2 PB1 domain; Q9Y2U5; bead flow cytometry, Alexa488-MEK5 binding to MEKK2 WT; actives lie on both sides; binding response (% of control), % at 10 µM; 290,000 compounds, 1.1% hits; AID 1531; in the data active = binding response below about 67% or above about 130%
# FID counter: displaces DNA intercalator in HCV helicase counter-screen; 290,000 compounds, 0.17% hits; inhibition, % at 7.9 µM; DNA fluorescent intercalator displacement, fluorescence; in the data active = inhibition above about 37%;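 note: 0% = vehicle and 100% = reference compound; higher means more ethidium bromide displaced from hairpin DNA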
# GalR3 antagonist: human GalR3 antagonism; O60755; inhibition, % at 3 µM; 360,000 compounds, 0.44% hits; HEK293 GalR3-CNG cAMP membrane potential fluorescence; galR3 body fused to GalR1 C-terminus;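 active = inhibition above the screen-wide average plus 3 SD, cut at about 13% in these data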;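 note: forskolin and galanin both at EC90 stimulate the cells; cAMP rise reported by CNG channel membrane potential dye signal; 0% = forskolin plus galanin with DMSO and 100% = forskolin alone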
# Target sequence (O60755 1-299 limits assumed): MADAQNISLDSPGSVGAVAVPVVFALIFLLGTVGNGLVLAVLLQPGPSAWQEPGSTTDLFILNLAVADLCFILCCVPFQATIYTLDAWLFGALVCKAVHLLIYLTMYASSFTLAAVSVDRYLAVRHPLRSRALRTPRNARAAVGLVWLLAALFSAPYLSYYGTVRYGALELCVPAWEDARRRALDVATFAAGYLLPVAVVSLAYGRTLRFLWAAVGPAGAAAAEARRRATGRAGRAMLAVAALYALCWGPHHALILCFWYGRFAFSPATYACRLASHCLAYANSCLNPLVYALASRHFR
# CRFR2-BP antag: CRF-BP/CRF-R2 complex antagonism; HEK293 CRF-R2/CRF-BP, CRF-induced calcium fluorescence; 350,000 compounds, 0.59% hits; AID 588475; inhibition, % at 11.8 µM;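 active = inhibition of the ligand-induced calcium signal above about 50% at the single tested concentration, limit read from the data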
# MEKK2mut PB1 HTS: signal of MEK5 binding to mutant human MEKK2 PB1 domain | bead flow cytometry, Alexa488-MEK5 binding to MEKK2 mutant | 290,000 compounds, 0.35% hits | percent response, % at 10 µM; in the data active = percent response above about 24%, passing the limit was not always enough; note: inactives centre near 1; some results filed as inactive read as strong as hits
# CRFR2-BP ag: CRF-BP/CRF-R2 complex agonism; HEK293 CRF-R2/CRF-BP, calcium dye fluorescence (FLIPR); percent of saturating CRF peptide response; activation, % at 13.2 µM; 350,000 compounds, 0.46% hits; AID 588473;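 active = activation of at least 50%, plus an integration ratio under a set limit after plate pattern correction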;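 note: plate controls were neutral control wells without compound for no effect and CRF at EC100 for full effect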
# HCV NS3 hel inh: HCV NS3 helicase inhibition | AID 1800 | inhibition, % at 10.9 µM | NS3 helicase DNA unwinding, Cy5 molecular beacon fluorescence | 290,000 compounds, 0.56% hits;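 active = inhibition above the mean of all tested compounds plus 3 SD, set per campaign, cut at about 35% in these data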;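 note: 0% = DMSO wells and 100% = thioflavine S control wells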
#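 System: Hepatitis C virus NS3 helicase domain fragment enzyme | Reagent: Annealed dual-labelled DNA beacon duplex, ATP-started | Compound dosing: 10.9 µM single point, 0.8% DMSO | Incubation: 1 h reaction at 25 °C, ATP-initiated | Technique: Cy5 fluorescence | Evaluation: Percent inhibition from t60/t0 fluorescence ratio | Benchmarks: Low DMSO, high thioflavine S at 110 µM | Replication: Singlicate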
# SUMO HTRF inh: SUMOylation inhibition; AID 2006; inhibition, % at 35 µM; P63279; 290,000 compounds, 0.36% hits; HTRF SUMOylation assay, SAE1/SAE2 + UBC9, in vitro; in the data active = inhibition above about 50%, passing the limit was not always enough; note: strong numbers were not always called active
# Target sequence (P63279 whole entry, looked up): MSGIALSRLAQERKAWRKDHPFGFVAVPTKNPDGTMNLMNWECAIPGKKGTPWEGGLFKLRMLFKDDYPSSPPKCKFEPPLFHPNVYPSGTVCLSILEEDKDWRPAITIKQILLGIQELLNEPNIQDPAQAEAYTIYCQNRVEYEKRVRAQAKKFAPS
# An asterisk follows results filed as active; x = no result given.
# Each structure is followed by: MEKK3 PB1 HTS	MEKK2 WT-MEK5	FID counter	GalR3 antagonist	CRFR2-BP antag	MEKK2mut PB1 HTS	CRFR2-BP ag	HCV NS3 hel inh	SUMO HTRF inh
(1) CCn1c(SCC(=O)NCc2ccccc2)nc2c(c1=O)SC(C)C2 (stereo not drawn)
→ 102	105	-9	4	4	14	-1.9	-3	0
(2) Cc1ccccc1Cn1nnc(-c2cccc(C(=O)O)c2)n1
→ 97	100	-18	-4	13	3	1.1	4	4
(3) CC(C)C[C@H](NC(=O)OC(C)(C)C)C(=O)N[C@@H](CO)[C@H](O)[C@@H]1C[C@@H]1C(=O)NC1CCCCC1
→ 104	100	-38	-3	3	1	1.3	10	-11
(4) CCOC(=O)c1ccc(N2C(=O)C(O)=C(C(C)=O)C2c2ccccn2)cc1 (stereo not drawn)
→ 99	100	-7	-2	17	2	-0.5	19	-5
(5) O=C(COc1cccnc1[N+](=O)[O-])Nc1ccccc1Sc1ccccc1
→ 101	98	-5	5	-13	9	-0.2	-6	8
(6) Cc1ccc2cc3cc(C(=O)NCCCN4CCCC4=O)oc3nc2c1
→ 99	100	-36	1	-5	2	-1.5	-4	22
(7) CCCCN(CC)CCCNC(=O)c1cn(C)c2ccc(S(=O)(=O)N(C)C3CCCCC3)cc2c1=O
→ 104	106	26	2	-11	1	1.0	-14	-2
(8) O=C(COc1ccc([N+](=O)[O-])cc1)Nc1cccc2nsnc12
→ 96	94	1	4	1	-7	5.1	9	29
(9) Cn1c(=O)c2ncn(CC(=O)NCCC3=CCCCC3)c2n(C)c1=O
→ 114	111	-1	-1	-17	3	2.4	0	12
(10) COc1ccccc1NCc1nnc(SCC(=O)N/N=C/c2ccco2)n1-c1ccc(Cl)cc1Cl
→ 104	108	-17	3	14	5	2.2	-1	19
(11) O=S(=O)(NCC1CCCO1)c1ccc2oc3ccc(S(=O)(=O)NCC4CCCO4)cc3c2c1 (stereo not drawn)
→ 99	95	-30	-3	8	-2	-1.3	3	8
(12) Cc1nc2ccccc2cc1C(=O)N/N=C/c1cccs1
→ 108	96	-6	-1	-51	4	-0.5	4	16
(13) COc1ccc(Br)cc1/C=N/NC(=O)CNC(=O)c1cccnc1
→ 98	96	-14	-4	6	-2	-1.3	-3	7
(14) CCOC(CNC(=O)c1ccc2c(c1)nc(C)n2-c1cccc(F)c1)OCC
→ 77	107	-31	-6	10	6	-1.1	5	5
(15) CC(=O)CSc1nc(N)c(C#N)c(-c2cccs2)c1C#N
→ 109	112	1	-1	9	4	1.2	-2	19
(16) NC(=O)[C@@H]1CCCN1Cc1nc(Cc2ccccc2F)no1
→ 100	100	-2	-5	2	0	-0.4	-3	5
(17) COc1cccc(/C=C/C(=O)OCC(=O)NCc2ccco2)c1OC
→ 111	110	-19	3	7	-1	0.1	2	18
(18) CCCn1c(SCC(=O)Nc2ccccc2Cl)n[nH]c1=O
→ 103	107	-3	-5	-14	4	-0.6	3	11
(19) CCCCN(C)CCCNC(=O)c1cc(-c2cccs2)nc2ccccc12
→ 104	125	18	-9	-26	20	1.6	-54	20
(20) CC(=C1C(=O)c2ccccc2C1=O)N1CCC(C(N)=O)(N2CCCCC2)CC1
→ 101	103	0	-2	-15	4	0.0	17	-8

# Gathered by group: the compounds so far with a halogen.
# Each structure is followed by: MEKK3 PB1 HTS	MEKK2 WT-MEK5	FID counter	GalR3 antagonist	CRFR2-BP antag	MEKK2mut PB1 HTS	CRFR2-BP ag	HCV NS3 hel inh	SUMO HTRF inh
(10) COc1ccccc1NCc1nnc(SCC(=O)N/N=C/c2ccco2)n1-c1ccc(Cl)cc1Cl
→ 104	108	-17	3	14	5	2.2	-1	19
(13) COc1ccc(Br)cc1/C=N/NC(=O)CNC(=O)c1cccnc1
→ 98	96	-14	-4	6	-2	-1.3	-3	7
(14) CCOC(CNC(=O)c1ccc2c(c1)nc(C)n2-c1cccc(F)c1)OCC
→ 77	107	-31	-6	10	6	-1.1	5	5
(16) NC(=O)[C@@H]1CCCN1Cc1nc(Cc2ccccc2F)no1
→ 100	100	-2	-5	2	0	-0.4	-3	5
(18) CCCn1c(SCC(=O)Nc2ccccc2Cl)n[nH]c1=O
→ 103	107	-3	-5	-14	4	-0.6	3	11

# (more compounds)
# Each structure is followed by: MEKK3 PB1 HTS	MEKK2 WT-MEK5	FID counter	GalR3 antagonist	CRFR2-BP antag	MEKK2mut PB1 HTS	CRFR2-BP ag	HCV NS3 hel inh	SUMO HTRF inh
(21) COc1ccc(N2CCN(C(=O)CCS(=O)(=O)c3ccc4c(c3)NC(=O)CO4)CC2)cc1
→ 100	103	-33	4	56*	2	-2.4	-1	12
(22) COc1ccc(-n2ncc3c2CC(C)(C)CC3NC(=O)CCc2c(C)noc2C)cc1 (stereo not drawn)
→ 107	111	-38	-3	-6	12	-0.4	0	12
(23) O=C(Nc1ccc(Cl)cc1)N1CCCN(Cc2ccccc2F)C1
→ 109	117	14	-7	-3	10	-1.4	-7	12
(24) O=C(NC1CC1)c1ccc(CSCc2ccccc2Cl)o1
→ 101	100	-22	-8	3	1	-1.8	4	x
(25) COc1ccc(NS(=O)(=O)c2ccc3oc(SC(C)C(N)=O)nc3c2)cc1 (stereo not drawn)
→ 102	100	-21	24*	-52	12	0.6	-2	3
(26) O=C(COc1ccc(Cl)cc1Cl)NCc1ccco1
→ 95	94	-6	-2	3	1	-1.4	0	23
(27) COc1ccc(NC(=O)C(Cc2ccccc2)n2cccc2)cc1 (stereo not drawn)
→ 89	93	-7	2	13	-21	1.9	-3	-3
(28) CCC(C)N1CCN(C(=O)c2cc(OC)cc(OC)c2)CC1 (stereo not drawn)
→ 102	106	-2	-9	6	4	-0.8	-2	18
(29) Cc1ccsc1/C=N/Nc1ccc(Cl)nn1
→ 99	101	-6	-6	6	-3	-2.8	3	14
(30) O=C(CC1NCCNC1=O)NC1Cc2ccccc2C1 (stereo not drawn)
→ 103	107	-14	8	-1	-1	-1.2	-1	-5
(31) CCc1ccc(NC(=O)Cn2cnc3sc(C)c(S(=O)(=O)N4CCOCC4)c3c2=O)cc1
→ 102	106	-13	-10	-6	6	0.3	5	-11
(32) Oc1ccc(Cc2ccc(Cl)cc2)c(O)c1
→ 92	88	2	-7	10	9	0.6	-17	-4
(33) CCCn1c(NCc2cccc(OC)c2O)nc2ccccc21
→ 101	96	0	-7	-10	-1	-5.7	0	13
(34) O=C(NNC(=S)NC(=O)c1ccccc1)c1ccc([N+](=O)[O-])cc1
→ 111	111	-9	-9	21	4	40	13	-6
(35) CCOc1ccc(NC(=O)Cn2c(=O)n(CC3CCCO3)c(=O)c3ccccc32)cc1 (stereo not drawn)
→ 88	80	-28	0	-3	-8	-1.3	0	-7
(36) COc1ccc(OC)c(CN2CCCC(C(=O)N3CCCCC3)C2)c1 (stereo not drawn)
→ 96	103	6	-5	-31	7	0.1	3	30
(37) CC(C)[C@H](NC(=O)N1CC(=O)Nc2ccccc21)C(=O)N[C@@H](Cc1c[nH]c2ccccc12)C(=O)O
→ 96	99	-33	-2	-3	-2	1.2	10	3
(38) CCCCC(=O)NNC(=S)NC(=O)c1cccc([N+](=O)[O-])c1
→ 101	102	3	-4	-1	2	-2.2	3	24
(39) CC(=O)c1c(C)oc2ccc(OCc3ccccc3)cc12
→ 103	103	-22	-9	-1	5	-0.3	1	14
(40) CSc1cccc(NC(=S)N(CCCN2CCCC(C)C2)Cc2cccs2)c1 (stereo not drawn)
→ 104	130	17	-7	-5	15	0.5	-36	-7

# 5 records picked at random from the list so far, as already listed:
# Each structure is followed by: MEKK3 PB1 HTS	MEKK2 WT-MEK5	FID counter	GalR3 antagonist	CRFR2-BP antag	MEKK2mut PB1 HTS	CRFR2-BP ag	HCV NS3 hel inh	SUMO HTRF inh
(31) CCc1ccc(NC(=O)Cn2cnc3sc(C)c(S(=O)(=O)N4CCOCC4)c3c2=O)cc1
→ 102	106	-13	-10	-6	6	0.3	5	-11
(28) CCC(C)N1CCN(C(=O)c2cc(OC)cc(OC)c2)CC1 (stereo not drawn)
→ 102	106	-2	-9	6	4	-0.8	-2	18
(24) O=C(NC1CC1)c1ccc(CSCc2ccccc2Cl)o1
→ 101	100	-22	-8	3	1	-1.8	4	x
(34) O=C(NNC(=S)NC(=O)c1ccccc1)c1ccc([N+](=O)[O-])cc1
→ 111	111	-9	-9	21	4	40	13	-6
(26) O=C(COc1ccc(Cl)cc1Cl)NCc1ccco1
→ 95	94	-6	-2	3	1	-1.4	0	23

# Shown as a hit in CRFR2-BP antag, among the entries above:
item	Structure	MEKK3 PB1 HTS	MEKK2 WT-MEK5	GalR3 antagonist	CRFR2-BP antag	MEKK2mut PB1 HTS	CRFR2-BP ag	HCV NS3 hel inh	SUMO HTRF inh
21	COc1ccc(N2CCN(C(=O)CCS(=O)(=O)c3ccc4c(c3)NC(=O)CO4)CC2)cc1	100	103	4	56*	2	-2.4	-1	12

# Next section
# Each structure is followed by: MEKK3 PB1 HTS	MEKK2 WT-MEK5	FID counter	GalR3 antagonist	CRFR2-BP antag	MEKK2mut PB1 HTS	CRFR2-BP ag	HCV NS3 hel inh	SUMO HTRF inh
(41) O=C(c1ccc(Cl)cc1)c1c[nH]c(C(=O)NNc2ccccc2)c1
→ 97	97	-6	-4	8	-4	-1.3	7	-3
(42) O=C1c2ccccc2C(Nc2ccc(S(=O)(=O)N3CCCCCC3)cc2)N1Cc1ccco1 (stereo not drawn)
→ 113	115	-32	x	-32	4	4.3	4	2
(43) C/C(=N\n1c(C)nc2ccccc2c1=O)c1ccc(C)o1
→ 102	98	-4	-4	4	-2	-0.1	5	14
(44) Cc1csc(Nc2ccccc2C(F)(F)F)n1
→ 106	105	-3	-2	1	7	-1.7	-6	-4
(45) CN(C)c1ccc(C(=O)Nc2nnc(-c3ccc(Cl)cc3)o2)cc1
→ 110	112	-8	0	5	13	2.2	1	-12
(46) Cc1ccc(CNC(=O)C2CCC(=O)N(Cc3ccccc3F)C2)s1 (stereo not drawn)
→ 98	98	-30	-2	-5	-2	0.7	-2	-7
(47) CCOC(=O)c1c(C)[nH]c(C(=O)N2CCN(CC)CC2)c1C
→ 99	89	-4	-7	-7	-5	1.1	-6	14
(48) CCO[C@H]1OC(C(N)=O)=C[C@@H](C2CC2)[C@@H]1CCCO
→ 104	106	x	x	10	7	-2.6	x	x
(49) Cc1ccccc1C(=O)Nc1cccc(-c2nnc(SCC(=O)O)n2C)c1
→ 112	110	-9	3	-1	8	-0.8	3	-7
(50) CCN(C(=O)CN1CCN(c2cccc(Cl)c2)CC1)c1c(N)n(Cc2ccccc2)c(=O)[nH]c1=O
→ 105	102	-16	-4	6	-1	-1.0	-5	12
(51) COCCN(C(=S)Nc1cc(C)cc(C)c1)C(C)c1cccs1 (stereo not drawn)
→ 96	92	-8	1	5	-5	-1.8	9	-1
(52) COc1ccc(C2OC(=O)Cc3cc(OC)c(OC)cc32)cc1 (stereo not drawn)
→ 90	94	-1	-6	25	-7	-3.7	12	10
(53) CCN(CC)S(=O)(=O)c1cc(C(=O)OCC(=O)NC(=O)c2cccn2C)ccc1C
→ 99	99	-21	-1	-13	1	3.0	1	-1
(54) CN(C)S(=O)(=O)c1ccc(C(=O)Nc2ccc(F)cc2F)cc1
→ 102	103	0	4	5	6	-0.8	4	2
(55) CCOc1ccc(CCNC(=O)C2=C(C)C(=O)OC23CCC(C)CC3)cc1OCC (stereo not drawn)
→ 99	95	-37	-7	8	-12	-0.5	3	8
(56) COC(=O)COc1ccc(S(=O)(=O)NCCC2=CCCCC2)cc1Cl
→ 103	104	-27	-5	5	8	-0.7	10	-8

# This is a subset. The share of hits here may be higher or lower than overall.
